Compound activity deposited in PubChem BioAssay by several laboratories.
IEC-6 cytotox = kills IEC-6 intestinal cells in KLF5 counter-screen; IEC-6 cytotoxicity, luminescence viability; inhibition, % at 5 µM; hit rate 0.78% among 290,000; AID 1825; in the data active = inhibition above about 22%;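 note: 0% = plate median of test compound wells and 100% = cytotoxic reference compound wells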
Platelet DG rel = platelet dense granule release activity. human platelet-rich plasma, SFLLRN dense granule ATP release, luminescence. inhibition, %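 (compounds screened at 7.5 µM in platelet-rich plasma)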. hit rate 0.22% among 300,000. AID 1663;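 active = mean replicate score, as percent of positive control, at or above 50; inconclusive = mean below 50 but at least one replicate at or above 50; inactive = mean and every replicate below 50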
GSK3beta inhib = human GSK3beta kinase inhibition | P49841 | GST-GSK3beta kinase, ADP-Glo luminescence, 60 min; stronger effect = lower value | activity score (negative = inhibition), % at 10 µM | hit rate 0.038% among 300,000 | AID 2097;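 active = more than half of replicate wells score below -50%, meaning over 50% inhibition versus plate controls; inconclusive = some replicates but at most half score below -50%; inactive = no replicate scores below -50%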;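 note: 0% = median DMSO wells and -100% = median GW8510 positive control wells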
Target sequence (P49841 whole entry, looked up): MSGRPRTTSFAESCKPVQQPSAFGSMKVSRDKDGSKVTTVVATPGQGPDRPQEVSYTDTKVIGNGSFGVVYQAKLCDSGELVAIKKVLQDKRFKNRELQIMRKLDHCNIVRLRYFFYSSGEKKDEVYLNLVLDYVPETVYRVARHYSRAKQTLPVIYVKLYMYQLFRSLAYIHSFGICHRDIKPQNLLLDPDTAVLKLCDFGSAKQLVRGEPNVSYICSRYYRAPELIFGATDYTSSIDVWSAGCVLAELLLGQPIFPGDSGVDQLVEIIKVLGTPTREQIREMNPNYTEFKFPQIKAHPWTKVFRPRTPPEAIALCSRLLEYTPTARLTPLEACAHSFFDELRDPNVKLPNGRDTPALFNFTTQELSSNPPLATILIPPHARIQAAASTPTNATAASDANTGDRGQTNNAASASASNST
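Assay system: GST-tagged human GSK3beta kinase, cell-free; Input: 1.6 ng GSK3beta; Medium: Tris/MgCl2 kinase buffer; Timing: 60 min enzyme reaction, room temperature; Signal: ADP-Glo luminescence quantifying ADP generated by kinase; Evaluation: score relative to plate controls; Benchmarks: DMSO neutral wells and GW8510 at 20 µM as positive.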
KLF5 inhibitor = suppresses KLF5 promoter-driven expression; DLD-1 KLF5 promoter-luciferase reporter, luminescence; inhibition, % at 5 µM; hit rate 0.23% among 290,000; AID 1700;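 active = inhibition above a per-plate limit of that plate's mean compound inhibition plus 3 SD, cut at about 60% in these data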;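 note: 0% = DMSO wells and 100% = LY294002 at 200 µM; higher means less KLF5 promoter-driven luciferase light; inactives centre near -14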
HSP90 inh = HSP90 refolding inhibition in rabbit reticulocyte lysate; inhibition, % at 5.6 µM; hit rate 0.91% among 290,000; AID 1789; luciferase refolding luminescence, 3 h;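 active = inhibition above the screen-wide mean plus 3 SD, computed separately per campaign, cut at about 16% in these data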;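 note: 0% = DMSO wells and 100% = 60 µM geldanamycin wells; inhibitors lower the luminescence because luciferase stays unfolded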
Dyrk1A ADPGlo = inhibitors of rat Dyrk1A kinase; ADP-Glo luminescence, NFATc1 peptide; inhibition, % at 12.5 µM; hit rate 0.43% among 310,000; AID 504441; in the data active = inhibition above about 50%;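 note: plate controls were vehicle with enzyme for no effect and no enzyme for full effect; many of its hits are not listed in these tables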
HSF1 inhib = HSF1 inhibition | NIH3T3-HGL HSE-luciferase, MG132-induced, luminescence 8 h; stronger effect = lower value | activity change, negative = inhibition, % at 7.5 µM (by protocol) | hit rate 0.77% among 300,000;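 active = more than half of replicate wells show activity change below -50%, luminescence cut by over half; inconclusive = some wells, but at most half, below -50%; inactive = no replicate well below -50%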;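 note: luciferase reports HSF-1 transcriptional activity via heat shock element; 0% = median of DMSO wells and -100% = zero luminescence signal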
aSyn UTR inh = 5' untranslated region of α-synuclein, MLPCN primary screen; alpha-synuclein 5'UTR reporter, inhibitor activity; inhibition, % (tested at 7.5 µM); hit rate 0.82% among 300,000; in the data active = inhibition above about 60%; inconclusive = no clear call, values can overlap the other calls;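 note: H4 neuroglioblastoma cells stably carrying SNCA 5'UTR luciferase fusion; 0% = DMSO wells and 100% = positive control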
HSF-1 act = increases HSF-1 driven luciferase reporter signal; NIH3T3-HGL HSF-1 luciferase reporter, MG132, 8 h; 100% = twice DMSO control signal; activation, % at 9 µM; hit rate 1.7% among 300,000;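 active = mean replicate activation of at least 50% with a set share of replicates each reaching 50%; inconclusive = only one of those two conditions met; inactive = mean below 50% and too few replicates reaching it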;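 note: 0% = median of the neutral control wells and 100% = twice that signal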
GSK3A inh = inhibitors of human GSK-3 alpha kinase; P49840; ADP-Glo luminescence, 60 min; inhibition, % at 10 µM; hit rate 0.1% among 320,000;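 in the data active = inhibition above about 50%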;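 note: GST-tagged GSK-3 alpha with peptide substrate and 25 µM ATP; 0% = DMSO neutral wells and 100% = GW8510 positive control wells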
Target sequence (P49840 whole entry, looked up): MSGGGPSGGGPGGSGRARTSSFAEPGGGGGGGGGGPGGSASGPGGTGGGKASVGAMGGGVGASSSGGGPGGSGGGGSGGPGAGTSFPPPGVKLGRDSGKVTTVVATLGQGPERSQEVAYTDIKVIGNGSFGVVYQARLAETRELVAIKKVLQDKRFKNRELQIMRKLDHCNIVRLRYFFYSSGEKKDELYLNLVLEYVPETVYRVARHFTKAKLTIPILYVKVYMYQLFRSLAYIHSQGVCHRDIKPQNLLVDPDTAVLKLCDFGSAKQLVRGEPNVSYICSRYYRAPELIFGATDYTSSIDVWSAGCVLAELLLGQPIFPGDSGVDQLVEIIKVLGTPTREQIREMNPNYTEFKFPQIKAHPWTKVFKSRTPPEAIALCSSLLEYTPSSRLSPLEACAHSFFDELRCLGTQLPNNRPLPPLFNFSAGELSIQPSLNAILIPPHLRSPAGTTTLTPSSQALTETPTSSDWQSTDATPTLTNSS
* = called active by the depositor; ? = inconclusive; / = not tested or not shown. An excerpt; rates above refer to the full screens.

SMILES	IEC-6 cytotox	Platelet DG rel	GSK3beta inhib	KLF5 inhibitor	HSP90 inh	Dyrk1A ADPGlo	HSF1 inhib	aSyn UTR inh	HSF-1 act	GSK3A inh
COc1ccccc1OCc1ccc(C(=O)N(C)C)o1	6	-5	-2	0	1	0	3	-3	-4	/
CCc1ccc2oc(C(=O)NC3CCS(=O)(=O)C3)cc(=O)c2c1 (stereo not drawn)	8	-3	-3	-29	-1	-4	1	-3	10	/
O=C(CCOc1ccccc1)Nc1ccc(Br)cc1	-8	1	-1	-80	-5	-6	33	-113	33	-3
O=C(NCc1ccccn1)c1ccc(Cn2c(=S)[nH]c3ccc(Br)cc3c2=O)cc1	3	-30	0	-17	0	-2	8	?	10	-2
CCOC(=O)c1c(C)[nH]c(C(=O)N(C)Cc2cccc(OC)c2OC)c1C	-5	-1	-2	6	-3	2	-5	17	3	-2
Nc1ccc(SCc2cccnc2)cc1	-2	-5	1	-15	-1	2	1	-1	6	-2
Cc1ccc(-c2csc(=S)n2CC(=O)OCC(=O)NCc2ccc(F)cc2)cc1	-2	3	2	-22	-2	/	10	19	31	-3
COc1cccc(CN(C)S(=O)(=O)c2cccs2)c1	4	-4	1	1	-4	4	-4	-8	34	0
CC(C)OC(=O)c1ccc(COC(=O)CNC(=O)c2ccco2)cc1	11	19	-1	-9	1	1	-3	-23	-2	0
Cc1ccc(SCCC(=O)NCc2ccncc2)cc1	5	8	2	-19	-2	0	-12	4	-6	-2
O=C1CCc2cc(S(=O)(=O)N3CCN(c4ccc(F)cc4)CC3)cc3c2N1CC3	/	9	2	/	/	-8	5	14	7	-3
N#Cc1c(-c2ccc(F)cc2)cc(-c2cccs2)nc1SCC(=O)O	-4	1	3	-5	-3	5	-3	10	2	-3
Cc1c(C(=O)N(C)C2CC(C)(C)NC(C)(C)C2)oc2c(F)cccc12	-2	0	2	7	-2	3	-3	-27	-1	1
CC(C)C(C)(C#N)NC(=O)CSc1nnc(C(F)(F)F)n1C (stereo not drawn)	2	-3	0	-2	-3	-10	-1	-29	6	-2
CCOC(=O)C(C)(C)C(=O)C(C)(C)C(O)c1ccccn1 (stereo not drawn)	-1	5	-2	-30	-3	0	-5	14	-3	1
Cc1nonc1NC(=O)Nc1cccnc1	-1	-2	0	-30	2	-6	-8	6	-12	1
O=C(NCC(c1ccco1)N1CCOCC1)c1ccc([N+](=O)[O-])cc1 (stereo not drawn)	1	2	-1	-5	0	-2	-1	1	-3	/
CCOC(CNC(=O)C1CCN(S(=O)(=O)c2ccc3nc4c(c(C(=O)O)c3c2)CC(C)CC4)CC1)OCC (stereo not drawn)	-7	2	1	-4	-5	-5	-12	13	-26	0
COc1ccc(C(=O)OCC(=O)Nc2ccc(OC(F)F)cc2)c(OC)c1	9	-3	3	-4	1	3	3	11	6	-7
O=C1C2CC=CCC2C(=O)N1c1ncn[nH]1 (stereo not drawn)	-2	3	1	-4	-3	-3	12	-7	25	-3
COC(=O)CCN(C(C)=O)c1ccc(N)cc1	-2	4	5	-12	-3	-5	6	-1	8	2
CNC(=O)NC(=O)COC(=O)c1ccc(-n2c(C)ccc2C)cc1	0	4	1	-1	-3	-3	-47	16	-60	1
CC(=O)c1c(C)[nH]c(C(=O)CSc2nc3ccccc3c(=O)n2CCCO)c1C	2	10	-1	-16	-1	-2	3	4	2	-6
Oc1c(C(Nc2cccc(C(F)(F)F)c2)c2ccncc2)ccc2cccnc12 (stereo not drawn)	-1	-2	1	7	3	2	-31	82*	-41	/
Cc1cc(C)cc(NC(=O)c2ccc(S(=O)(=O)C(F)F)cc2)c1	-3	-14	2	-38	7	-2	20	-51	41	0
Later entries:
SMILES	IEC-6 cytotox	Platelet DG rel	GSK3beta inhib	KLF5 inhibitor	HSP90 inh	Dyrk1A ADPGlo	HSF1 inhib	aSyn UTR inh	HSF-1 act	GSK3A inh
CCn1c2ccccc2c2nnc(SCC(=O)N3CC(C)OC(C)C3)nc21 (stereo not drawn)	-7	2	3	6	3	/	-5	15	-9	2
Cc1cccc(N2CCN(C(=O)C3COc4ccccc4O3)CC2)c1C (stereo not drawn)	3	-2	2	-18	1	/	-7	-8	10	-4
Cc1ccc(C(=O)NCC#N)cc1	-10	6	4	-21	1	-3	0	1	3	-1
COCCCN1C(=O)C(=O)/C(=C(/O)c2ccc(S(=O)(=O)N3CCCCC3)cc2)C1c1cccc(OC)c1 (stereo not drawn)	-2	-4	2	-10	-4	-1	-2	-14	-1	-1
COC(=O)C1C(=O)c2c([nH]c(C(=O)OC3CCCC3C)c2C)CC1C (stereo not drawn)	3	2	1	-124	-7	2	26	-168	37	-4
N/C(=N\O)c1cccc(CS(=O)(=O)c2ccccn2)c1	1	-3	2	-4	8	3	-30	5	-33	-3
CC1CCCC(C)N1CCCNC(=O)c1nn(C)c2c1CSc1ccccc1-2 (stereo not drawn)	4	-1	-2	-25	-3	-1	-3	10	14	1
CC(=O)N1CCN(c2ccc(Oc3nnnn3-c3ccccc3)cc2)CC1	-3	0	0	-9	1	-3	-4	-16	0	-1
N#CC1=C(N)N2C(=C(C#N)C13CCCC3)Nc1ccccc12	15	-4	2	-52	3	-1	11	-6	10	0
Cc1cc(C)n(-c2ccc(Cl)c(C(=O)NCc3ccccc3)n2)n1	-7	7	5	-4	-1	4	-6	6	-3	-1
Cc1[nH]c2ccccc2c1C(=O)C(=O)NCCC1=CCCCC1	9	-5	0	-15	3	1	8	14	19	0
Cc1cc(C)c2c(n1)sc1c(-c3ccccc3)c(C#N)c(N)nc12	-1	-5	1	-25	0	-2	1	33	2	2
COCCOC(=O)C1=C(N)OC2=C(C(=O)CC(C)(C)C2)C1c1cccnc1 (stereo not drawn)	-8	3	-1	6	3	-3	-3	15	-16	-2
COc1nc(NCc2ccc(Cl)cc2)nc(OC)n1	5	11	-1	-29	2	7	11	2	20	5
CCN(CC)C(=S)SCC(=O)Nc1ccc(S(N)(=O)=O)cc1	-1	-3	1	-3	2	/	1	-3	0	5
N#CC1(NC(=O)COC(=O)c2nc(Cl)ccc2Cl)CCCCC1	/	-3	-5	/	/	-2	-2	8	-7	-2
N#C/C(=N\Nc1ccc(F)cc1)C(=N)N1CCCCC1	-4	5	-8	-128	7	-8	39	-111	44	0
COc1ccc(-n2cnc3ccccc3c2=O)c([N+](=O)[O-])c1	3	3	-2	-27	-4	18	-5	14	-14	2
O=c1[nH]c(NC2CCCCC2)c([N+](=O)[O-])c(=O)[nH]1	-12	3	2	-10	-4	-12	-1	24	-8	-2
O=C(Nc1cccc2ncccc12)c1ccc(F)cc1	5	-14	-2	14	2	7	-2	-40	7	-1
Cc1cc(C(=O)OCC(=O)Nc2ncc(C(F)(F)F)cc2Cl)c(C)o1	0	-9	0	-3	-1	-6	-5	-4	6	-3
CCN=C1S/C(=C\c2cc(Br)ccc2OCC(=O)OCC)C(=O)N1CC	-4	1	0	-10	-1	-2	27	7	16	5
O=[N+]([O-])c1ccc2nc(SCc3ccccc3Cl)sc2c1	0	0	6	6	2	-8	14	-17	19	2
COCc1ccc(C(=O)N2CCc3c([nH]c4ccccc34)C2c2ccccn2)s1 (stereo not drawn)	4	5	2	-1	5	/	7	-1	18	-3
CCc1ccccc1NC(=O)Nc1cccc(F)c1	4	-7	0	-7	-4	-6	4	-5	13	0

Ordered by count of non-hydrogen atoms (ascending): some entries from above.
SMILES	IEC-6 cytotox	Platelet DG rel	GSK3beta inhib	KLF5 inhibitor	HSP90 inh	Dyrk1A ADPGlo	HSF1 inhib	aSyn UTR inh	HSF-1 act	GSK3A inh
Cc1ccc(C(=O)NCC#N)cc1	-10	6	4	-21	1	-3	0	1	3	-1
O=c1[nH]c(NC2CCCCC2)c([N+](=O)[O-])c(=O)[nH]1	-12	3	2	-10	-4	-12	-1	24	-8	-2
CCc1ccccc1NC(=O)Nc1cccc(F)c1	4	-7	0	-7	-4	-6	4	-5	13	0
N/C(=N\O)c1cccc(CS(=O)(=O)c2ccccn2)c1	1	-3	2	-4	8	3	-30	5	-33	-3
O=[N+]([O-])c1ccc2nc(SCc3ccccc3Cl)sc2c1	0	0	6	6	2	-8	14	-17	19	2
N#CC1=C(N)N2C(=C(C#N)C13CCCC3)Nc1ccccc12	15	-4	2	-52	3	-1	11	-6	10	0
N#CC1(NC(=O)COC(=O)c2nc(Cl)ccc2Cl)CCCCC1	/	-3	-5	/	/	-2	-2	8	-7	-2
Cc1cc(C)n(-c2ccc(Cl)c(C(=O)NCc3ccccc3)n2)n1	-7	7	5	-4	-1	4	-6	6	-3	-1
Cc1cc(C(=O)OCC(=O)Nc2ncc(C(F)(F)F)cc2Cl)c(C)o1	0	-9	0	-3	-1	-6	-5	-4	6	-3
CCN=C1S/C(=C\c2cc(Br)ccc2OCC(=O)OCC)C(=O)N1CC	-4	1	0	-10	-1	-2	27	7	16	5
CCn1c2ccccc2c2nnc(SCC(=O)N3CC(C)OC(C)C3)nc21 (stereo not drawn)	-7	2	3	6	3	/	-5	15	-9	2
CC1CCCC(C)N1CCCNC(=O)c1nn(C)c2c1CSc1ccccc1-2 (stereo not drawn)	4	-1	-2	-25	-3	-1	-3	10	14	1
COCc1ccc(C(=O)N2CCc3c([nH]c4ccccc34)C2c2ccccn2)s1 (stereo not drawn)	4	5	2	-1	5	/	7	-1	18	-3
COCCCN1C(=O)C(=O)/C(=C(/O)c2ccc(S(=O)(=O)N3CCCCC3)cc2)C1c1cccc(OC)c1 (stereo not drawn)	-2	-4	2	-10	-4	-1	-2	-14	-1	-1

(continued)
SMILES	IEC-6 cytotox	Platelet DG rel	GSK3beta inhib	KLF5 inhibitor	HSP90 inh	Dyrk1A ADPGlo	HSF1 inhib	aSyn UTR inh	HSF-1 act	GSK3A inh
CN(CC(=O)Nc1cccc(F)c1)C(=O)c1ccccc1Cc1ccccc1	/	-3	2	/	/	-3	1	-10	7	-1
CNc1c([N+](=O)[O-])cnn1-c1ccc(Cl)cc1	-4	-2	0	-36	0	-3	-4	1	11	-1
CCOC(=S)NC(=O)c1sc2ccccc2c1Cl	-2	0	5	-18	-5	10	1	-84	28	-6
COc1ccc(NC(=O)c2cc(NC(=O)C3CCCCC3C(=O)O)ccc2N2CCOCC2)cc1 (stereo not drawn)	-2	18	-6	-39	1	3	-2	0	-1	-1
COC(=O)Cn1ncc2c3ccccc3n(Cc3ccccc3)c2c1=O	-5	-1	-1	-38	2	3	2	5	2	0
CCN(CC)S(=O)(=O)c1cccc(NC(=O)CNc2cccc(S(=O)(=O)N3CCCC3)c2)c1	20	-6	0	10	1	-3	-11	31	-1	-1
CCCCc1ccc(NS(=O)(=O)N(C)C)cc1	-5	-2	2	-33	-1	1	7	10	15	0
